Fh CTSL1 inh = Fasciola hepatica cathepsin L1 inhibitors, primary screen, counter-screen for PFM18AAP inhibitor project, biochemical, QFRET, fluorogenic peptide substrate. AID 1906, 2009. recombinant F. hepatica cathepsin L1, Z-Leu-Arg-MCA fluorescence. inhibition, % at 5.96 µM. actives 0.49% (n = 300,000);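 active means inhibition above the mean of all tested compounds plus 3 SD, set per screening campaign, cut at about 17% in these data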;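 further: 0% = plate median of test compound wells and 100% = 1 µM Z-Phe-Ala-diazomethylketone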
PAFAH2 inh = PAFAH2 enzyme inhibitors, primary screen, biochemical, fluorescence polarization, human | recombinant PAFAH2, FP-rhodamine activity probe | actives 0.99% (n = 340,000) | AID 492956, 2010 | inhibition, % at 3.39 µM;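 active means inhibition above the mean over all tested compounds plus 3 SD, cut at about 30% in these data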;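 further: inhibitors block probe labeling of enzyme so polarization drops; 0% = enzyme with DMSO and 100% = wells lacking PAFAH2 protein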
TPT1 inhibitor = Candida albicans TPT1 enzyme inhibitors, primary screen, biochemical, fluorescence polarization | tRNA 2'-phosphotransferase TPT1 (Candida albicans SC5314) | recombinant caTPT1, FP RNA substrate dephosphorylation | inhibition, % at 5 µM | actives 0.81% (n = 300,000) | AID 1962, 2009;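 active means inhibition above the mean of all tested compounds plus 3 SD, set per screening campaign, cut at about 24% in these data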;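 further: plate controls were DMSO alone for no effect and ferristatin control at 100 nM for full effect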
proCasp7 act = procaspase-7 activators, primary screen, counter-screen for procaspase-3 activator project, biochemical, absorbance, HTS, human; recombinant procaspase-7, Ac-DEVD-pNA absorbance 405 nm; D23A/D198A/D206A triple mutant, cannot self-cleave; scale: DMSO 0, 5 µM enzyme 100; actives 0.093% (n = 330,000); Caspase-7 (Homo sapiens), P55210; activation, % at 8.5 µM; AID 463210, 2010;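 active means percent activation above the screen-wide mean plus 3 SD, cut at about 25% in these data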
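Material: Procaspase-7 triple mutant (PC-7 D3A) | Quantity: 2 µM procaspase-7 mutant as dispensed | Reagent: DEVD-pNA substrate | Times: 1 h preincubation, 2 h reaction | Technique: 405 nm absorbance of p-nitroaniline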
AHR act = AHR activators, primary screen, cell-based, luminescence, luciferase reporter, human; Aryl hydrocarbon receptor (Homo sapiens), P35869; AHR-responsive luciferase reporter cells; activation, % at 5 µM; actives 2.5% (n = 320,000); AID 2796, 2010; in the data active means activation above about 47%;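 further: 0% = vehicle wells and 100% = reference agonist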
procasp3 activ = activators of human procaspase-3 D3A mutant, primary screen, biochemical, absorbance, PC-3 D3A mutant, single concentration. Caspase-3 (Homo sapiens), P42574. recombinant procaspase-3 D3A, Ac-DEVD-pNA absorbance 405 nm. activation, % at 8.5 µM. actives 0.11% (n = 330,000). AID 463141, 2010;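 active means activation above the mean of all tested compounds plus 3 SD, cut at about 21% in these data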;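 further: 0% = DMSO alone and 100% = DMSO wells spiked with extra 5 µM PC-3 D3A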
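assay system = Procaspase-3 D3A mutant | signal = absorbance at 405 nm, 0 and 120 min | times = 1 h preincubation plus 2 h reaction at 25 °C | repeats = single replicate | read-out = % activation between DMSO and enzyme-spiked controls | medium = Zinc-free HEPES saline buffer with Triton X-100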
PP5 inh = PP5 phosphatase inhibitors, primary screen, biochemical, fluorescence. purified PP5c, OMFP substrate fluorescence. AID 1987, 2009. actives 0.18% (n = 320,000). Serine/threonine-protein phosphatase 5 (Homo sapiens), P53041. inhibition, % at 6.7 µM;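 active means inhibition above the campaign's mean inhibition across all tested compounds plus 3 SD, cut at about 9.5% in these data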;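 further: 0% = DMSO only and 100% = 100 µM cantharidin control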
Target sequence (P53041 whole entry, looked up): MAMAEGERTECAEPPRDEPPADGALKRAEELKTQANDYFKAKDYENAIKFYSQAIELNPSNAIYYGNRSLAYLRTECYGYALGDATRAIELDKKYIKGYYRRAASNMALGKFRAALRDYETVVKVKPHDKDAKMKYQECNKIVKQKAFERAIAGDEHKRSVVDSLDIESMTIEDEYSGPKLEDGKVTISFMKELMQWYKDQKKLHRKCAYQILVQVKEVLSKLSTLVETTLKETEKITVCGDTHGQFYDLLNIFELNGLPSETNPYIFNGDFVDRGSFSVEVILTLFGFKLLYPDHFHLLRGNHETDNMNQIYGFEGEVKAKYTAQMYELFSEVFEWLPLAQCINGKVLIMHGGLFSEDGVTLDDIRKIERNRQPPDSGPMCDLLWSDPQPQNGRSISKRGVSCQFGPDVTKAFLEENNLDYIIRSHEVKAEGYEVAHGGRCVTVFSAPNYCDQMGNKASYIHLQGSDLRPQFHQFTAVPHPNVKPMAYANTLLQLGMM
HCV core dimer = inhibitors of HCV core protein dimerization, primary screen, biochemical, TR-FRET, high-throughput; TR-FRET GST/Flag-core106 dimerization, 1536-well; inhibition, % at 5 µM; actives 0.33% (n = 300,000);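 active means inhibition above the mean of all tested compounds plus 3 SD, set per screening campaign, cut at about 45% in these data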
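Assay system: Tagged HCV core106 pair (GST and Flag) | Buffer or medium: KF-containing HEPES buffer, pH 7.45, DTT, CHAPS, BSA | Also added: Eu donor and XL665 acceptor anti-tag antibodies | Dosing: One concentration, 5 µM, in 0.5% DMSO | Timing: 4 h at 22.5 °C | Technique: TR-FRET 671 and 617 nm emission | Repeats: Singlicate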
PP1 inh = PP1-alpha phosphatase inhibitors, primary screen, counter-screen for PP5 inhibitor project, biochemical, fluorescence, OMFP substrate, single point | actives 0.9% (n = 320,000) | purified PP1alpha | inhibition, % at 6.7 µM | Serine/threonine-protein phosphatase PP1-alpha catalytic subunit (Homo sapiens), P62136;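 active means inhibition above the mean inhibition of all tested compounds plus 3 SD, computed separately for each screening campaign, cut at about 15% in these data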
Target sequence (P62136 whole entry, looked up): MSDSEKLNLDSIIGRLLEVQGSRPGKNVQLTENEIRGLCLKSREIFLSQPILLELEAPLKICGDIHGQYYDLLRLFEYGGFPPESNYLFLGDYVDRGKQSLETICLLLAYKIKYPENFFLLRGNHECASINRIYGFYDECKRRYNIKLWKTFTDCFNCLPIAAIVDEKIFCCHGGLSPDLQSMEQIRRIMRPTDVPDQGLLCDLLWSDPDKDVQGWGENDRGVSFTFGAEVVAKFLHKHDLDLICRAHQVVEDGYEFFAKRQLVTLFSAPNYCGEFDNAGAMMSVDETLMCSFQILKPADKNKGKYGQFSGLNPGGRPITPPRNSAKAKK
The depositor's hits bear a star; nt = not tested or not shown. Rows are unselected; 5.6% or so of the library scored in one or more.

SMILES	Fh CTSL1 inh	PAFAH2 inh	TPT1 inhibitor	proCasp7 act	AHR act	procasp3 activ	PP5 inh	HCV core dimer	PP1 inh
CSc1nc(C)c(C(=O)C[n+]2ccc(C)cc2)cc1C#N	0	-6	-1	-5	1	-1	1.9	0	0
Cc1cc(C)nc(NCCO)n1	0	0	0	15	3	-2	0.5	-3	-3
CC1CCCN(C(=O)COC(=O)Cc2c[nH]c3ccccc23)C1 (stereo not given)	nt	3	nt	0	15	4	1.2	nt	-3
CC1(C)Cc2c(C#N)c(OCC(=O)c3ccc(Cl)cc3)nc(-c3ccco3)c2CO1	2	1	3	2	-3	11	4.3	12	-3
COc1ccc(NS(=O)(=O)c2ccc(-c3ccccn3)s2)cc1	0	nt	-4	0	1	7	0.8	1	-1
CCN1CCCC1Cn1cnc2c([nH]c3ccc(OC)cc32)c1=O (stereo not given)	-2	12	-1	4	1	3	2.4	1	-3
CCOC(=O)NC(=O)CSc1nnc(C2CC2)n1Cc1ccco1	0	2	-1	0	-1	-1	-2.3	2	-9
CCc1ccc(C2CC(=O)N(c3cccc(F)c3)C3=C2C(=O)OC3)cc1 (stereo not given)	5	11	1	0	1	4	0.1	2	-4
COc1cc(CNCc2ccccn2)ccc1OCC(=O)NC(C)(C)C	1	-4	5	4	7	-13	-0.4	-6	-2
O=C(N/N=C/c1ccncc1)/C(=C/c1ccccc1)NC(=O)c1ccccc1	2	6	-1	-3	12	11	1.1	8	-5
Cc1cc(=O)n2cccc(O)c2n1	1	-2	3	3	0	-6	-0.5	0	1
O=C(OCCCN1CCCC1)C1(c2ccccc2)CCCC1	-2	3	0	1	0	-5	-0.1	1	0
O=C1CC2(CCCCC2)Oc2ccccc21	4	0	1	-1	3	0	0.7	6	4
COc1ccc(/C(N)=N/OC(=O)C2CCC(=O)N2S(=O)(=O)c2ccc(C)cc2)cc1 (stereo not given)	-1	1	-6	-4	0	7	4.9	11	0
O=C(Nc1ccccc1N1CCOCC1)c1ccc2ccccc2n1	1	1	-10	0	44	4	3.0	-3	4
CCC(=O)c1cn([C@@H](CCC(OC)OC)CC(=O)OC(C)(C)C)cc1CC	-2	9	-3	-1	6	2	3.0	0	0
COc1ccc(S(=O)(=O)NC(C)C(=O)NCc2ccncc2)cc1Cl (stereo not given)	-2	1	3	-9	0	0	0.0	-1	-2
Cn1c(=O)cc(SCC(=O)NCCN2CCN(c3ccccc3F)CC2)c2cc(Cl)ccc21	1	3	-2	-7	3	-3	3.4	0	0
Cc1ccc(N(C(=O)c2csnn2)C(C(=O)NC2CCCCC2)c2ccncc2)c(C)c1 (stereo not given)	-7	2	-4	5	-1	11	1.1	-2	1
Cc1cc(C)n(-c2ccc(C)c(Cl)c2)n1	0	-2	-4	-8	-3	5	0.6	2	1
COc1ccccc1-n1c(SC)nc(O)cc1=O	1	4	0	7	1	5	-0.6	1	0
CCOc1ccc(CCNC(=O)c2nnn(CC(=O)Nc3ccc(OC)c(OC)c3)c2N)cc1OCC	3	-6	-2	-4	5	-8	1.2	-9	0
CCN(CC)c1ccc(/C=N/N2CCN(c3ccccc3OC)CC2)cc1	10	3	1	-6	2	-20	-1.5	3	-2
Cc1ccc(N2CC(NS(=O)(=O)c3cccs3)CC2=O)cc1 (stereo not given)	1	-4	2	10	-3	-1	0.9	5	-6
CCc1nn(CC(=O)N2CCN(CC)CC2)c(=O)c2cccn12	-2	1	0	0	5	-1	2.4	6	-2
COc1ccc(-c2nc(CS(=O)(=O)CC(=O)NCc3ccc4c(c3)OCO4)c(C)o2)cc1	-4	-12	-1	-9	3	6	3.2	-2	1
Fc1cccc(NC(=S)NCc2ccccn2)c1	-2	-6	0	-3	5	0	2.7	5	0
Cc1cccc(NC(=O)C(=O)NCCCN2CCOCC2)c1	4	1	-3	14	8	0	2.4	-15	4
CC(C)NS(=O)(=O)c1ccc(OCC(=O)NCc2cccnc2)cc1	-1	5	-1	-2	0	2	0.9	0	3
Cc1nc(NC(=O)CN(C)S(=O)(=O)c2ccc(Cl)cc2)sc1C	-2	-7	0	-1	5	1	1.7	-5	2
CCCn1c(N)c(N(CCOC)C(=O)c2cc3c(s2)CCCCC3)c(=O)[nH]c1=O	0	0	-1	1	2	4	-0.1	2	-1
CCOc1ccc(S(=O)(=O)N2CCC(C(=O)OC(C)C(=O)NC3CCCCC3C)CC2)cc1 (stereo not given)	nt	-1	nt	1	0	-2	0.1	nt	-5
CS(=O)(=O)N1CCN(C(=O)c2ccccc2)C1	2	11	-3	7	4	-1	0.3	-2	-1
COc1cc(C2C3=C(Nc4nc(N)[nH]c(=O)c42)c2ccccc2C3=O)ccc1O (stereo not given)	-2	23	4	2	3	7	0.3	-1	6
O=C1CCCN1CC1CCN(Cc2nc(CC3CC3)no2)CC1	-6	-4	-2	4	4	-4	0.4	0	-2
COc1cc(OC)cc(C(=O)N[C@H](C(=O)OCC(=O)Nc2ccc(F)c(F)c2)C(C)C)c1	-16	1	-6	8	1	3	4.8	-3	2
CCC1Oc2ccc(C)cc2N(CC(=O)NCCCN2CCCC2)C1=O (stereo not given)	4	-3	1	0	-3	9	2.2	-6	3
CC(C)c1nnc(SCC(=O)N2CCc3ccccc32)n1N	2	6	0	-5	2	-6	1.4	2	-4
Cc1ncc(CO)c(/C=N/NC(=O)c2ccc(Br)cc2)c1O	-1	nt	-2	-6	16	-11	1.4	-5	-2
Cn1cc(C(F)(F)F)nc1-c1ccc(OCC(O)CNCCOc2ccc(O)c(C(N)=O)c2)cc1 (stereo not given)	-5	7	-4	2	0	11	-0.6	5	-1

For reference, part of the list above:
SMILES	Fh CTSL1 inh	PAFAH2 inh	TPT1 inhibitor	proCasp7 act	AHR act	procasp3 activ	PP5 inh	HCV core dimer	PP1 inh
CSc1nc(C)c(C(=O)C[n+]2ccc(C)cc2)cc1C#N	0	-6	-1	-5	1	-1	1.9	0	0
Cc1cc(C)nc(NCCO)n1	0	0	0	15	3	-2	0.5	-3	-3
CC1CCCN(C(=O)COC(=O)Cc2c[nH]c3ccccc23)C1 (stereo not given)	nt	3	nt	0	15	4	1.2	nt	-3
CC1(C)Cc2c(C#N)c(OCC(=O)c3ccc(Cl)cc3)nc(-c3ccco3)c2CO1	2	1	3	2	-3	11	4.3	12	-3
COc1ccc(NS(=O)(=O)c2ccc(-c3ccccn3)s2)cc1	0	nt	-4	0	1	7	0.8	1	-1
CCN1CCCC1Cn1cnc2c([nH]c3ccc(OC)cc32)c1=O (stereo not given)	-2	12	-1	4	1	3	2.4	1	-3
CCOC(=O)NC(=O)CSc1nnc(C2CC2)n1Cc1ccco1	0	2	-1	0	-1	-1	-2.3	2	-9
CCc1ccc(C2CC(=O)N(c3cccc(F)c3)C3=C2C(=O)OC3)cc1 (stereo not given)	5	11	1	0	1	4	0.1	2	-4
COc1cc(CNCc2ccccn2)ccc1OCC(=O)NC(C)(C)C	1	-4	5	4	7	-13	-0.4	-6	-2
O=C(N/N=C/c1ccncc1)/C(=C/c1ccccc1)NC(=O)c1ccccc1	2	6	-1	-3	12	11	1.1	8	-5
Cc1cc(=O)n2cccc(O)c2n1	1	-2	3	3	0	-6	-0.5	0	1
O=C(OCCCN1CCCC1)C1(c2ccccc2)CCCC1	-2	3	0	1	0	-5	-0.1	1	0

More compounds follow:
SMILES	Fh CTSL1 inh	PAFAH2 inh	TPT1 inhibitor	proCasp7 act	AHR act	procasp3 activ	PP5 inh	HCV core dimer	PP1 inh
Cc1ccc(OCCn2c(SCCO)nc3c(N)ncnc32)cc1	-2	1	1	-8	5	7	-0.5	2	-4
CCc1ccc(OCCOCCN2CCN(C)CC2)cc1	5	1	-1	-7	-1	6	-6.0	-3	-1
CCOc1ccc(CC(=O)Nc2ccc(S(=O)(=O)N3CCCC3)cc2)cc1	-3	-7	-1	6	2	2	3.0	0	0
COc1ccc(NC(=O)COc2ncnc3ccccc23)cc1S(=O)(=O)N1CCOCC1	-6	6	2	8	-1	0	0.0	-1	-5
COc1cccc(OCCNS(=O)(=O)c2cccc([N+](=O)[O-])c2)c1	0	15	-2	5	2	4	1.5	-5	2
O=c1c(Cc2ccc(F)cc2)c(O)ccn1CCCn1ccnc1	-4	2	-1	-1	2	11	-2.8	-2	-2
COc1ccccc1C(=O)NNC(=O)c1csc(N2CCOCC2)n1	-1	-3	5	-5	36	3	2.1	-4	-10
OCC1(CC2CCCCO2)CCN(Cc2ccccc2-c2ccco2)CC1 (stereo not given)	1	5	-2	5	1	8	0.4	0	-3
COc1ccccc1-c1noc(CSc2nc(C)cc(=O)[nH]2)n1	-2	0	0	4	0	-5	1.4	2	-1
COc1cccc(OC)c1C(=O)Nc1ccccc1Sc1ccccc1	-1	nt	0	-1	19	-3	1.8	-4	-6
CC1Cc2ccccc2N1C(=O)CSc1nnnn1C(C)C (stereo not given)	2	2	1	1	12	-4	0.2	1	-2
O=C(CN1C(=O)c2ccccc2S1(=O)=O)c1ccc(Cl)cc1Cl	4	7	-1	4	-16	-5	1.7	1	-1
Cc1c(N/C=C/C(=O)c2ccc(Cl)cc2)c(=O)n(-c2ccccc2)n1C	4	5	0	-11	1	7	2.1	0	-1
Cc1sc2nc(COC(=O)c3cccc(S(=O)(=O)N(C)c4ccccc4)c3)[nH]c(=O)c2c1C	4	-3	52*	-10	8	-5	0.2	31	21*
O=C(O)CCc1ccc(-c2cccs2)o1	0	-3	4	-31	-1	-26	-1.6	6	4

Compound profiles (already shown). Order of values: Fh CTSL1 inh	PAFAH2 inh	TPT1 inhibitor	proCasp7 act	AHR act	procasp3 activ	PP5 inh	HCV core dimer	PP1 inh
CC1Cc2ccccc2N1C(=O)CSc1nnnn1C(C)C (stereo not given) in the list: 2	2	1	1	12	-4	0.2	1	-2
COc1ccccc1C(=O)NNC(=O)c1csc(N2CCOCC2)n1 in the list: -1	-3	5	-5	36	3	2.1	-4	-10
